# U2OS ROS induce: inducers of reactive oxygen species in cancer cells. ROS induction (% of piperlongumine), % at 10 µM. U2OS ROS induction, H2DCF-DA fluorescence. 2% of 46,000 active; in the data active = ROS induction above about 79%, passing the limit was not always enough; inconclusive = no clear call, values can overlap the other calls;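 note: 0% = DMSO vehicle median and 100% = reference compound median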
# The depositor's hits bear a star; ? = inconclusive. Only part of the results is shown. The share of hits here may be higher or lower than overall.
SMILES,U2OS ROS induce
C[C@H]1CN([C@@H](C)CO)C(=O)c2cccc(NS(=O)(=O)c3ccccc3)c2O[C@@H]1CN(C)C(=O)Nc1cccc2ccccc12,2
Cc1nn(CC(=O)NCc2ccccn2)c(C)c1[N+](=O)[O-],-4
C[C@H]1CN([C@@H](C)CO)C(=O)Cc2cc(NS(C)(=O)=O)ccc2O[C@H]1CN(C)S(=O)(=O)c1ccccc1,1
C[C@@H]1CN([C@H](C)CO)C(=O)Cc2cc(NC(=O)Nc3ccc(F)cc3)ccc2O[C@H]1CN(C)Cc1ccc2c(c1)OCO2,4
O=C(O)CSc1nnc(-c2sc3ccccc3c2Cl)n1-c1ccccc1,-8
CC(=C/C(=O)O)/C=C/c1ccccc1,10
CC(=O)N1CN(CCCn2ccnc2)Cc2c1sc1c2CCCC1,5
CC1(C)CC[C@]2(C(=O)O)CC[C@]3(C)C(=CCC4[C@@]5(C)C[C@@H](O)[C@H](O)[C@](C)(CO)C5CC[C@]43C)[C@@H]2[C@@H]1O (some centres not stated),-4
C[C@H](CO)N1C[C@H](C)[C@H](CN(C)Cc2ccc(Oc3ccccc3)cc2)Oc2ccc(NC(=O)CCCN(C)C)cc2C1=O,-4
O/N=C/c1ccc(N2CCOCC2)cc1,-10
Cc1ccc(S(=O)(=O)Nc2cccc3c2O[C@H](CN(C)Cc2ccc(C(F)(F)F)cc2)[C@@H](C)CN([C@@H](C)CO)C3=O)cc1,27
CC(C)NC(=O)Nc1cccc2c1O[C@@H](CN(C)Cc1ccc(C(=O)O)cc1)[C@@H](C)CN([C@H](C)CO)C2=O,-5
C[C@H](CO)N1C[C@H](C)[C@@H](CN(C)S(C)(=O)=O)Oc2ccc(NC(=O)CCCCCC(=O)Nc3ccccc3N)cc2C1=O,11
CC(C)(C)NC(=O)Oc1ccc(Cl)cc1,6
C[C@H]1CN([C@@H](C)CO)C(=O)c2cccc(NC(=O)c3nc4ccccc4s3)c2O[C@H]1CN(C)Cc1ccc(-c2ccccc2)cc1,17
C[C@@H]1CN([C@@H](C)CO)C(=O)Cc2cc(NC(=O)NC3CCCCC3)ccc2O[C@@H]1CN(C)C(=O)Nc1ccccc1,-6
COc1ccc(NC(=O)Nc2ccc3c(c2)C(=O)N([C@H](C)CO)C[C@H](C)[C@@H](CN(C)C(=O)NC2CCCCC2)OCCCC[C@@H](C)O3)cc1,10
C[C@@H]1CN([C@@H](C)CO)C(=O)c2cccc(NS(=O)(=O)c3ccccc3)c2O[C@@H]1CN(C)S(C)(=O)=O,-5
Cc1ccsc1/C=N/NC(=O)CCCCCCC(=O)O,3
NC(=S)c1cc(-c2ccccc2)c(C(F)(F)F)s1,-24
CC(C)NC(=O)Nc1ccc2c(c1)C(=O)N([C@@H](C)CO)C[C@@H](C)[C@H](CN(C)Cc1ccccc1)O2,-1
COc1cc(CO)cc(I)c1O[C@H]1C=C(C(=O)NCCO)C[C@@H](NC[C@@H]2CCCO2)[C@@H]1O,10
Cc1noc(C)c1S(=O)(=O)Nc1ccc2c(c1)C(=O)N([C@@H](C)CO)C[C@H](C)[C@H](CN(C)S(=O)(=O)c1cn(C)cn1)O2,-11
CCOC(=O)c1ccc(Nc2ncnc3ccccc23)cc1,-10
CC(C)C[C@H]1C(=O)N2CCC[C@H]2[C@]2(O)O[C@](NC(=O)[C@@H]3C=C4c5cccc6[nH]c(Br)c(c56)C[C@H]4N(C)C3)(C(C)C)C(=O)N12,107*

# Ordered by formula weight (ascending): some entries from above.
SMILES,U2OS ROS induce
Cc1nn(CC(=O)NCc2ccccn2)c(C)c1[N+](=O)[O-],-4
CC(=O)N1CN(CCCn2ccnc2)Cc2c1sc1c2CCCC1,5
O=C(O)CSc1nnc(-c2sc3ccccc3c2Cl)n1-c1ccccc1,-8
CC1(C)CC[C@]2(C(=O)O)CC[C@]3(C)C(=CCC4[C@@]5(C)C[C@@H](O)[C@H](O)[C@](C)(CO)C5CC[C@]43C)[C@@H]2[C@@H]1O (some centres not stated),-4
C[C@H](CO)N1C[C@H](C)[C@H](CN(C)Cc2ccc(Oc3ccccc3)cc2)Oc2ccc(NC(=O)CCCN(C)C)cc2C1=O,-4
C[C@H]1CN([C@@H](C)CO)C(=O)c2cccc(NC(=O)c3nc4ccccc4s3)c2O[C@H]1CN(C)Cc1ccc(-c2ccccc2)cc1,17
COc1ccc(NC(=O)Nc2ccc3c(c2)C(=O)N([C@H](C)CO)C[C@H](C)[C@@H](CN(C)C(=O)NC2CCCCC2)OCCCC[C@@H](C)O3)cc1,10

# The list continues.
SMILES,U2OS ROS induce
O=C(/C=c1\[nH]c(=O)/c(=C/c2cccnc2)s1)c1ccc(Cl)cc1,?
C[C@@H]1CN([C@H](C)CO)C(=O)CCCn2cc(nn2)CO[C@H]1CN(C)C(=O)NC1CCCCC1,10
C[C@H]1CN([C@@H](C)CO)C(=O)c2cccc(NC(=O)Nc3ccccc3)c2O[C@H]1CN(C)Cc1ccc2c(c1)OCO2,2
Nc1nc(SCC(=O)NCC2CCCO2)[nH]c(=O)c1-c1ccccc1 (configuration not stated),4
COc1ccc(C(=O)CSc2nnc(-c3ccccc3)n2-c2ccccc2)cc1,3
C[C@H]1CN([C@@H](C)CO)C(=O)c2cccc(NC(=O)c3cnccn3)c2O[C@@H]1CN(C)Cc1ccncc1,-3
CNC[C@@H]1Oc2c(NC(=O)Nc3cccc4ccccc34)cccc2C(=O)N([C@@H](C)CO)C[C@H]1C,-3
COc1ccc(-c2csc(N3N=C(C)C(C(c4ccc(Cl)cc4)C(C#N)C(N)=O)C3=O)n2)cc1 (configuration not stated),34
Cc1noc(C)c1NC(=O)Nc1ccc2c(c1)C(=O)N([C@H](C)CO)C[C@H](C)[C@H](CN(C)C(=O)c1ccccc1)OCCCC[C@@H](C)O2,-4
O=C(COC(=O)c1ccc(Br)cc1)c1ccc(Br)cc1,12
NC(=O)COc1ccc(Cl)cc1,-7
COc1cc(C(=O)OCc2ccc(-c3cccc(Cl)c3Cl)o2)cc(OC)c1OC,13
COc1cccc(/C=N/c2c(-c3ccccc3)c(C(F)(F)F)nn2C)c1OC,21
C[C@H](CO)N1C[C@H](C)[C@H](CN(C)Cc2ccc(-c3ccccc3)cc2)Oc2ccc(NC(=O)CCCN(C)C)cc2C1=O,3
C[C@@H]1CN([C@@H](C)CO)C(=O)Cc2cc(NC(=O)CCN3CCOCC3)ccc2O[C@@H]1CN(C)C(=O)Nc1ccc(C(F)(F)F)cc1,-6
Cn1c(SCC(=O)Nc2ccc3c(c2)oc2ccccc23)nc2ccccc2c1=O,8
Cc1ccc(-c2nnc(SCC(=O)c3ccc([N+](=O)[O-])cc3)o2)cc1,8
COc1ccc(CN(C)C[C@@H]2Oc3ccc(NC(=O)Nc4ccc(F)cc4)cc3C(=O)N([C@H](C)CO)C[C@H]2C)cc1,4
C[C@H](CO)N1C[C@H](C)[C@H](CN(C)C(=O)Nc2ccc(C(F)(F)F)cc2)Oc2ccc(NS(=O)(=O)c3cn(C)cn3)cc2C1=O,-14
C[C@H](CO)N1C[C@H](C)[C@H](CN(C)Cc2ccncc2)Oc2ccc(NC(=O)c3ccncc3)cc2C1=O,14
Cc1ccc(S(=O)(=O)N(C)C[C@H]2Oc3c(NC(=O)NC4CCCCC4)cccc3C(=O)N([C@@H](C)CO)C[C@H]2C)cc1,4
CS(=O)(=NS(=O)(=O)c1ccc(-c2ccccn2)s1)c1ccc(Cl)cc1 (configuration not stated),-2
CC(=O)N1CCN(c2ccc(OC(=O)c3ccc(Oc4cc(Cl)cc(Cl)c4)o3)cc2)CC1,-3
Cc1c(C(=O)Nc2cnccn2)oc2ccccc12,3
COc1ccc(S(=O)(=O)Nc2cccc3c2O[C@@H](CN(C)Cc2ccc(-c4ccccc4)cc2)[C@@H](C)CN([C@@H](C)CO)C3=O)cc1,47

# Going on with the list:
SMILES,U2OS ROS induce
COc1ccc(C2CC(=O)c3cnc(N)nc3C2)cc1OC (configuration not stated),60
O=C(CCN1C(=O)/C(=C/c2ccc(Cl)cc2)SC1=S)Nc1ccccc1,10
Cc1noc(C)c1NC(=O)Nc1ccc2c(c1)CC(=O)N([C@@H](C)CO)C[C@H](C)[C@@H](CN(C)S(=O)(=O)c1ccccc1)O2,-2
C[C@@H]1CN([C@H](C)CO)C(=O)c2cc(NC(=O)CCC(F)(F)F)ccc2O[C@@H]1CN(C)S(=O)(=O)c1ccccc1,10
Cc1ccc(-c2nnc(SCC(=O)c3cccc([N+](=O)[O-])c3)n2C)cc1,0
COc1ccc(-c2nc3ccccc3o2)cc1NC(=O)COc1ccc(C(C)C)cc1,6
O=C(NCc1ccccc1)/C(=C\c1ccccc1)NC(=O)c1ccccc1,-7
CC1Sc2ccc(Cl)cc2C(=O)/C1=C/N(C)C (configuration not stated),-6
CC(C)NC(=O)N(C)C[C@@H]1Oc2ccc(NC(=O)Nc3cccc4ccccc34)cc2C(=O)N([C@@H](C)CO)C[C@H]1C,-13
C[C@H](CO)N1C[C@H](C)[C@H](CN(C)Cc2ccncc2)Oc2ccc(NS(C)(=O)=O)cc2CC1=O,33
C[C@H](CO)N1C[C@H](C)[C@@H](CN(C)Cc2ccncc2)Oc2c(NS(=O)(=O)c3cn(C)cn3)cccc2C1=O,-3
C[C@H]1CN([C@@H](C)CO)C(=O)c2cc(NC(=O)Cn3cnnn3)ccc2O[C@@H]1CN(C)S(C)(=O)=O,-5
CC(C)NC(=O)N(C)C[C@@H]1Oc2ccc(NC(=O)Cc3ccccc3)cc2CC(=O)N([C@H](C)CO)C[C@H]1C,61
Cc1noc(C)c1S(=O)(=O)N(C)C[C@@H]1Oc2ccc(NC(=O)CCC(F)(F)F)cc2CC(=O)N([C@H](C)CO)C[C@@H]1C,-6
C[C@@H]1CN([C@H](C)CO)C(=O)c2cccc(NC(=O)CCCCCC(=O)Nc3ccccc3N)c2O[C@H]1CN(C)CC1CCCCC1,63
O=C(CCCCCC(=O)Nc1ccccc1O)N/N=C/c1cc(Br)cc([N+](=O)[O-])c1O,20
CSc1ccccc1NC(=O)CSc1nnnn1-c1ccccc1C,-9
CC(=O)c1ccccc1NS(=O)(=O)c1c(C)nn(-c2ccccc2)c1C,72
Cc1nc(C(N)=NC(=O)c2ccc(OC(F)(F)F)cc2)cs1,10
C[C@H](CO)N1C[C@H](C)[C@@H](CN(C)C(=O)Nc2ccc(F)cc2)OCc2cn(nn2)CCCC1=O,5
Cc1nn(C)c(C)c1NC(=O)CSc1nnc(-c2cccc(Br)c2)n1-c1ccccc1,11
Cc1noc(C)c1S(=O)(=O)Nc1ccc2c(c1)C(=O)N([C@@H](C)CO)C[C@H](C)[C@H](CN(C)S(=O)(=O)c1cccs1)O2,-13
COc1ccc(S(=O)(=O)Nc2cccc3c2O[C@H](CN(C)C(=O)NC(C)C)[C@@H](C)CN([C@H](C)CO)C3=O)cc1,-11
Cc1noc(C)c1NC(=O)Nc1ccc2c(c1)CC(=O)N([C@H](C)CO)C[C@H](C)[C@H](CN(C)S(=O)(=O)c1ccccc1)O2,-2
C[C@@H]1CN([C@@H](C)CO)C(=O)c2cccc(NS(=O)(=O)c3cccs3)c2O[C@@H]1CN(C)Cc1ccncc1,1

# Next structures follow:
SMILES,U2OS ROS induce
C[C@H]1CN([C@@H](C)CO)C(=O)c2cccc(NS(=O)(=O)c3ccc(Cl)cc3)c2O[C@H]1CN(C)C(=O)NC1CCCCC1,15
C[C@H](CO)N1C[C@H](C)[C@H](CN(C)C(=O)Nc2cccc3ccccc23)Oc2c(NC(=O)c3cnccn3)cccc2C1=O,-3
N#C/C(=C\c1ccncc1)c1ccc(NC(N)=O)cc1,1
O=C(Nc1ccccc1)Nc1ccccc1,-2
CC(C)NC(=O)N(C)C[C@H]1Oc2ccc(NC(=O)CCCCCC(=O)Nc3ccccc3N)cc2C(=O)N([C@@H](C)CO)C[C@H]1C,-11
O=c1cc(-c2ccc(O)cc2)oc2cc(O)cc(O)c12,8
C[C@@H]1CN([C@@H](C)CO)C(=O)c2cccc(NC(=O)c3cnccn3)c2O[C@H]1CN(C)S(=O)(=O)c1cccs1,-5
C[C@H]1CN([C@@H](C)CO)C(=O)c2cccc(NC(=O)C3CC3)c2O[C@@H]1CN(C)C(=O)Nc1ccc(F)cc1,-8
Cc1ccc(-c2nc(C=Nc3ccccc3)c(O)o2)cc1,-8
Cc1cc(C(=O)Nc2cccc3c2O[C@@H](CN(C)Cc2ccc(-c4ccccc4)cc2)[C@@H](C)CN([C@@H](C)CO)C3=O)n(C)n1,?
C[C@H](CO)N1C[C@H](C)[C@@H](CN(C)C(=O)Nc2cccc(F)c2)OCc2cnnn2CCCC1=O,-5
C[C@H]1CN([C@@H](C)CO)C(=O)c2cc(NS(=O)(=O)c3ccc(Cl)cc3)ccc2O[C@@H]1CN(C)C(=O)Nc1ccc2c(c1)OCO2,-4
CNC[C@H]1Oc2ccc(NC(=O)CCCN(C)C)cc2C(=O)N([C@@H](C)CO)C[C@H]1C,0
COc1cc2c(cc1NC(=O)c1nc3ncccn3n1)oc1ccccc12,-4
Cc1cc(Cc2ccc(Cl)cc2)c(=O)[nH]n1,18
O=C(O)c1ccccc1C(=O)NCC1CCCO1 (configuration not stated),3
C[C@@H]1CN([C@H](C)CO)C(=O)c2cc(NC(=O)Cc3cn(C)c4ccccc34)ccc2O[C@H]1CN(C)C(=O)Nc1ccc(F)cc1,13
COc1nc(Nc2ccc3c(c2)OCO3)nc(OC)n1,12
O=C(CN1N=C(c2ccccc2)CCC1=O)NC1CC1,-1
COCCNc1nc2c(c(=O)n(C)c(=O)n2C)n1Cc1ccc(Cl)cc1Cl,10
C[C@@H]1CN([C@@H](C)CO)C(=O)c2cc(NC(=O)Nc3ccccc3)ccc2O[C@@H]1CN(C)Cc1ccc(Oc2ccccc2)cc1,9
C[C@@H]1CN([C@@H](C)CO)C(=O)c2cccc(NC(=O)Nc3ccccc3)c2O[C@@H]1CN(C)C(=O)Nc1ccc2c(c1)OCO2,-3
CC(NS(=O)(=O)c1ccc(Cl)cc1)C(=O)Nc1cccc(Br)c1 (configuration not stated),-8

# Assay outcomes: PubChem, Broad Institute
